Bioassay records (PubChem BioAssay)
12-LOX inh: inhibitors of human 12S-lipoxygenase ALOX12; P18054; purified 12hLO, xylenol orange hydroperoxide absorbance; Potency, µM (highest dose often 108 µM), for inactives: at the highest dose activity change, negative = inhibition, actives largely listed as inhibitors; 580,000 tested, 1.1% active; active means well fitted inhibition curve with a large enough effect; inconclusive means small, poorly fitted or top-dose-only effect, or another doubt; inactive means no such curve, though single readings can be large or run the other way
Target sequence (P18054 whole entry, looked up): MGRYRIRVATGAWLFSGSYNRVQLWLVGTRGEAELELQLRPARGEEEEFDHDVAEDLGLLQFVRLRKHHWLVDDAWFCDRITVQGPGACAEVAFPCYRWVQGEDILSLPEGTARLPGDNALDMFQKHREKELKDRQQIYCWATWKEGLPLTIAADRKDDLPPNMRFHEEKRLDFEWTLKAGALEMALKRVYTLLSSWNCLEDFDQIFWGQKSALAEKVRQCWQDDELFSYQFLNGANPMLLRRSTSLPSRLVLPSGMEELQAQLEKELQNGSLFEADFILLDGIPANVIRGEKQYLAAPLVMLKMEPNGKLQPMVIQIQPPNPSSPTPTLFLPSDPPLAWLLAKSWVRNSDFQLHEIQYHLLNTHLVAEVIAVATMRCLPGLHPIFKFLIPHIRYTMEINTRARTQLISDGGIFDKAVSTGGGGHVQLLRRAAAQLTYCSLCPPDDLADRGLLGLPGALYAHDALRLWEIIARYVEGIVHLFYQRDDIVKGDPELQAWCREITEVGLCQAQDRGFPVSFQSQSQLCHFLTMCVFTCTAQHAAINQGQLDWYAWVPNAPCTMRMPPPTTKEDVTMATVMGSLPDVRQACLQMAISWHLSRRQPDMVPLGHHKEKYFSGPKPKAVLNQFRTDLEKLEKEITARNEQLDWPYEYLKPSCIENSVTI
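Hydroperoxide product was detected by ferrous iron/xylenol orange as the 573 to 405 nm absorbance ratio. Arachidonic acid at 40 uM (final) was turned over for 30 min at room temperature by 150 nM human 12hLO, pH 7.0 Hepes buffer, after 15 min compound preincubation.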
An asterisk follows results filed as active; ? = inconclusive; [ ] = another dose, or the depositor's remark. On the % scale 0 is the no-effect control and ±100 the full control effect; potency means the concentration at half of the fitted maximal effect.

12-LOX inh	Molecule
-1%	O=C(Nc1ccccc1Cl)c1cnc(N2CCOCC2)c2ccccc12
?	Cc1ccc(Cn2c(C3CCN(C(=O)c4ccccc4Cl)CC3)n[nH]c2=O)cc1
2%	Cc1ccc(CCC(=O)N2CCC(Cn3cc(CO)nn3)CC2)cc1C
2%[176 µM]	CC(=O)N1CCN([C@H]2[C@@H]3OC[C@@H](O3)[C@@H](NC(=O)NC3CCCCC3)[C@@H]2O)CC1
?	CC(COc1ccccc1)CN1CCC(C(O)(c2ccccc2)c2ccccc2)CC1 (centres undefined)
-24%	O=C(Nc1ccc(Cl)cc1Cl)c1ccc2ccccc2n1
27%	O=C(Cn1nc2c(cc1=O)CCCC2)NCCn1ccc2c(Cl)cccc21
18%[176 µM]	Cc1noc2c(N3CCOCC3)cc(-c3cccc(C(F)(F)F)c3)nc12
29%	O=C(CCC[C@@H]1[C@H]2CCCN3CCC[C@@H](CN1Cc1ccccc1)[C@@H]23)Nc1cccnc1
15%	NC(=O)CN1CCCC(c2nc(-c3ccc4nc[nH]c4c3)no2)C1 (centres undefined)
?	N#Cc1cccc(OCc2cccc3cccnc23)c1
57%[activator]	O=C([C@@H]1Cc2nc[nH]c2CN1Cc1ccc(Cl)cc1)N1CCC(Cc2ccccc2)CC1
24%[176 µM]	CC(=O)Nc1cccc(-c2ncc3c(n2)OCCN(c2ccccc2)C3=O)c1
13%	OCCNc1nc(-c2ccsc2)nc2ccccc12
-1%	O=C(Cc1cccn1-c1ccc(F)cc1)NCc1ccc(N2CCOCC2)cc1
-46%	C=CCN(CC=C)C(=O)C1CCN(C(=O)c2cccc(F)c2)CC1
?	COc1ccc(-c2nc(C3CC3)nc3c2CCN(C(=O)c2ccc(C)cc2)CC3)cc1
8%	O=C([C@@H]1C[C@H](Oc2cccnc2)CN1S(=O)(=O)Cc1ccccc1)N1CCOCC1
?	Oc1ccc(/C=C/c2nc3c(ccc4ccccc43)s2)cc1
17%	O=C([C@@H]1C[C@H](Oc2ccccc2)CN1C(=O)c1ccncc1)N1CCCC1
-14%	CC1(C)Cc2cccc(OCC(=O)OCC(=O)Nc3ccc(F)c(F)c3)c2O1
?	CN1CCC(C(=O)N2CCC3(CC2)OC(=O)N(Cc2ccccc2F)C3(C)c2ccccc2)CC1 (centres undefined)
2%	CC(c1ccccc1)N(C)C(=O)CSc1cc(C(=O)NC2CC2)c2ccccc2n1 (centres undefined)
42%[activator]	O=C(CCCc1ccccc1)N1CCC2(CC1)CC(OCC1CC1)CCO2 (centres undefined)
-3%	COc1ccc(S(=O)(=O)Nc2c(NC3CCCC3)c3ccccc3oc2=O)cc1OC
8%	Cc1ccccc1CN1CCN(C(=O)c2cccc3cccnc23)CC1
25%	O=C(Cc1cccs1)N1CCCC(CN2CCOCC2)CC1 (centres undefined)
16µM*	CN(Cc1ccc(-c2ccc(Cl)cc2)o1)C(=O)CSc1nnc(C2CC2)n1Cc1ccco1
3%	O=C(c1cc2ccccc2[nH]1)N1CCc2c(n(Cc3cccnc3)n(CCc3ccccc3)c2=O)C1
?	CC(C)c1ccc(-c2csc(Nc3ccc(S(N)(=O)=O)cc3)n2)cc1
4%	COc1ccc(-c2cc3n(n2)CC(C)(C(=O)NCc2ccccc2)N(Cc2ccc(C)o2)C3=O)cc1 (centres undefined)
?	O=S1(=O)CCN(Cc2ccccc2)c2c(F)nc(N3CCOCC3)c(F)c21
4%	Cc1ccccc1Oc1ncccc1CNC(=O)CCn1cnnc1
-1%[176 µM]	Cc1cc(-c2cn(C)c(=O)n3cc(COc4ccccc4)nc23)ccn1
46%[activator]	O=C(Nc1c(NC2CCCC2)c2ccccc2oc1=O)c1ccccc1F
?	CNC(=O)[C@@H](Cc1ccccc1)N1CCC[C@H]1C(=O)N1CCOCC1
-2%	CCc1ccc2oc(-c3ccc(NC(=O)CC(C)C)cc3)nc2c1
30%[activator]	Cc1ccccc1CC(=O)NC1CCCN(c2cc(N(C)C)ncn2)C1 (centres undefined)
42%[activator][176 µM]	CN(C)Cc1cc(CC2(NCc3ccncc3)COC2)no1
-13%	CCN1c2cc(C(=O)Nc3ccc4c(c3)CCC4)ccc2C(=O)N2CCCCC21 (centres undefined)
16%	Cc1cnc(-n2ncc(C(=O)NC(C)(C)CO)c2-c2cccs2)nc1-c1ccc(F)cc1
0%	Cc1oc(-c2nc(C#N)c(NC(C)C)o2)cc1S(=O)(=O)N(C)C
35%	COc1cccc(CNC(=O)c2nnn3cc(C)[nH]c(=O)c23)c1
21%	Cc1ccc(C(=O)COC(=O)c2ccccc2-c2ccccc2)cc1C
6%	NC(=O)Nc1ccc(NC(=O)c2nccnc2N)cc1
18%	Cc1cc(C(=O)NCCCN2CCCCCC2=O)c2ccc(F)cc2n1
6%	NC1=NC(c2c[nH]c3ccccc23)n2c(nc3ccccc32)N1 (centres undefined)
23%[176 µM]	COc1ccc(-c2ccccc2CN)cc1
6%	COCCn1cnc2c1c(=O)n(CC(=O)OCc1ccccc1F)c(=O)n2Cc1ccccc1
-7%[176 µM]	O=C1CO[C@H]2CN(Cc3ccccc3F)C[C@H]2N1c1ccccc1
2%[176 µM]	CC(C)(C)CC(=O)NC[C@H]1OC[C@@H](NCc2ccc(C(=O)O)cc2)[C@@H]1O
-5%	CN(Cc1cccnc1)C(=O)c1nccnc1N
-26%	CCCC(=O)NC1CCN(c2ccccc2S(=O)(=O)C(F)(F)F)CC1
-1%	C=CC[N+](CC)(CC)CC#Cc1ccc(C)cc1
?	COc1ccc(S(=O)(=O)N2CCc3ccccc32)cc1C(=O)N1CCN(c2ccncc2)CC1
6%	O=C(NCCN1CCOCC1)c1cccc(C2CCNC2)c1 (centres undefined)
22%[176 µM]	O=C1[C@H]2CN(S(=O)(=O)c3ccc(F)cc3)CCN2C(=O)N1CCO
6%	O=C(Cc1ccccc1)N1CCCN(c2cc(-c3ccc(Cl)cc3)[nH]n2)CC1
23%	CCSc1nc2n(n1)C(c1ccc(O)c(OC)c1)C1=C(CC(C)(C)CC1=O)N2 (centres undefined)
8%	O=C(c1cccc(F)c1)N1CCCC(n2cc(-c3nc(-c4ccccc4)no3)nn2)C1 (centres undefined)

Next part.
12-LOX inh	Molecule
72%[activator]	CCCOc1ccc(CNC(=O)[C@H]2CCC[C@H]2NC(=O)c2ccc(OC)cc2)cc1
-6%	COc1ccc(CC(=O)NC(C)C2CC3CCC2C3)cc1OC (centres undefined)
5%	COc1cc(C2=N/C(=C\c3ccccc3)C(=O)O2)cc(OC)c1OC
10%	CC(=O)N1CCN(Cc2ccc(OCCCN3CCOCC3)cc2)CC1
-4%	CCCC1Cc2c(sc3nc(SCC(=O)c4ccc(F)cc4)nc(N)c23)CO1 (centres undefined)
12%	O=C(O)CCCNC(=O)Cn1nc2c(cc1=O)CCCC2
1%	CNC(=O)NC(=O)COc1c(Cl)cc(Cl)c2ccc(C)nc12
-7%	CC(C)C(=O)N1N=C(c2ccc3c(c2)OCO3)CC1c1ccc2nccnc2c1 (centres undefined)
17%	O=C(NCc1ccccc1)C1CCN(c2cc(C(F)(F)F)ncn2)CC1
5%[176 µM]	CCNC(=O)N[C@H]1C[C@@H](Cc2cc(COc3ccccc3)on2)C1(C)C
?	C=CCn1c(SCCCCCCC)nc2c1c(=O)n(C)c(=O)n2C
86%[activator]	COCCc1noc([C@@H]2CN(Cc3cccc(OC)n3)C[C@H]2CO)n1
25%	CCC(=O)N(C1CCOCC1)C1CCN(S(=O)(=O)c2ccc(F)c(F)c2)CC1
27%[176 µM]	O=C1CC2(CCN(Cc3ccc(F)cc3)CC2)Oc2ccccc21
1%[12.5 µM]	O=C(C1=NOC2CN(C(=O)C3CC3)CC12)N1CCCC1 (centres undefined)

Looked up by structure from the list above (five):
12-LOX inh	Molecule
12%	O=C(O)CCCNC(=O)Cn1nc2c(cc1=O)CCCC2
1%	CNC(=O)NC(=O)COc1c(Cl)cc(Cl)c2ccc(C)nc12
-6%	COc1ccc(CC(=O)NC(C)C2CC3CCC2C3)cc1OC (centres undefined)
86%[activator]	COCCc1noc([C@@H]2CN(Cc3cccc(OC)n3)C[C@H]2CO)n1
17%	O=C(NCc1ccccc1)C1CCN(c2cc(C(F)(F)F)ncn2)CC1

Additional records:
12-LOX inh	Molecule
38%	O=C1NCCCCCCN(C(=O)Nc2ccc3c(c2)OCCO3)[C@H]2CCCC[C@@H]12
48%[activator]	COc1ccc2[nH]c3c(c2c1)CCN(C)C31CCNCC1
-23%	COC(=O)C(c1ccc(Br)cc1)(c1cn(C)c2ccccc12)C(Nc1ccccc1)c1ccccc1 (centres undefined)
4%	CC(=O)c1ccc(N2CCN(C(=O)c3csc(-c4ccccc4)n3)CC2)cc1
32%	Cc1cccc(-n2nc(C)c(CCC(=O)N(C)C(C)C)c2Oc2ccccc2)c1
-4%	c1ccc(C(CN2CCCC(N3CCN(c4ccccc4)CC3)C2)c2ccccc2)cc1 (centres undefined)
9%	Cc1oc(-c2cccs2)nc1CN1CCNC(=O)C1
6%	Cc1cccc(Cn2c(NCCN3CCOCC3)nc3c2c(=O)n(C)c(=O)n3C)c1
-6%	CCCCNC(=S)NC1CCCCC1
-38%[176 µM]	Cc1nn(CCC#N)c(C)c1[C@@H]1C=C[C@@H](NC(=O)Nc2ccc(Cl)cc2)C1
14%	O=C(CCN1Cc2ccccc2OC(c2ccccc2)C1)N[C@@H]1CS(=O)(=O)C[C@H]1O (some centres undefined)
9%	CC(C)C(=O)NC(Nc1cccc(Cl)c1Cl)C(Cl)(Cl)Cl (centres undefined)
8%	Cc1cc2oc(=O)cc(CN3CCN(CCO)CC3)c2cc1O
11%	N#Cc1ccccc1CN1CCC(Cc2nncn2-c2ccccc2)CC1
-14%	Cc1cc(N2CCN(C(=O)OC(C)(C)C)C[C@@H]2C)ccc1N1CCN(Cc2ccccc2)[C@H](C)C1
32%[activator]	COc1ccccc1C(=O)N1CCc2nn(Cc3ccccc3)c(=O)n2CC1
55%[activator]	Cc1noc([C@H]2CCN(S(=O)(=O)c3cn(C)cn3)C[C@H]2NC(=O)C2CC2)n1
5%	Cc1cc(C)cc(CN2CCc3nnc(C(NS(C)(=O)=O)C(C)C)n3CC2)c1 (centres undefined)
5%	O=C(c1ccc(F)cc1F)N1CCN(c2cc(-c3ccc(F)cc3)[nH]n2)CC1
-5%	COc1ccc(C2Nc3ccccc3-c3cc(C)nn32)cc1O (centres undefined)
40%[activator]	CC(C)CN1C(=O)CCc2cc(NC(=O)c3ccc4c(c3)OCO4)ccc21
64%[activator]	O=C(c1ccc2sccc2c1)N1CCN(Cc2ccc3c(c2)OCO3)CC1
29%	COCCOCc1nc(C2CCN(C(=O)NCc3ccc(OC)cc3)CC2)no1
-28%	CCC(C)c1ccccc1OS(=O)(=O)c1ccc2oc(=O)ccc2c1 (centres undefined)
-13%	NC(=O)c1nnn([C@H]2C[C@H]3C(=O)N4CC[C@H](SCc5ccc(F)cc5)C[C@H]4C(=O)N3C2)c1C(N)=O
?	COc1cc(C(=O)O)c(Br)cc1OC(C)C
-4%	COc1ccc(-c2c(C)nc(N)nc2-c2ccc(OCc3ccccc3)cc2O)cc1
-23%	COc1ccc(-c2ccc3c(n2)CCCN3S(=O)(=O)c2c(C)noc2C)cc1
9%	COc1ccc(-c2nn3c(=O)c(NC(=O)c4cccc(C)c4)cnc3o2)cc1
?	CCC1Oc2ccc(NC(=O)c3cccs3)cc2CN(Cc2ccc(F)cc2)C1=O (centres undefined)

Part of the list above, bar-delimited.
compound | 12-LOX inh
Cc1noc([C@H]2CCN(S(=O)(=O)c3cn(C)cn3)C[C@H]2NC(=O)C2CC2)n1 | 55%[activator]
Cc1cc(C)cc(CN2CCc3nnc(C(NS(C)(=O)=O)C(C)C)n3CC2)c1 (centres undefined) | 5%
O=C(c1ccc(F)cc1F)N1CCN(c2cc(-c3ccc(F)cc3)[nH]n2)CC1 | 5%
COc1ccc(C2Nc3ccccc3-c3cc(C)nn32)cc1O (centres undefined) | -5%

Following part.
12-LOX inh	Molecule
11%[6.33 µM]	CN(C)c1ccc(CN2CCn3c(nnc3-c3ccncc3)C2)cc1
25%	COCCNC(=O)Cc1ccc(N(Cc2ccc(F)cc2)C(=O)c2ccco2)cc1
-19%	COC(=O)[C@@H](C)NC(=O)NCC(c1ccccc1)c1ccccc1
19%	CCc1ocnc1C(=O)N1CCC2(CC1)CC(c1ccccc1)CN(C)C2 (centres undefined)
?	COCCN1C(=O)C(=O)/C(=C(/O)c2ccccc2)C1c1ccccc1 (centres undefined)
10%	CCN(CC)Cc1cnc2c(C(=O)NC(C)c3ccccc3)cnn2c1 (centres undefined)
58%[activator]	O=C(NCc1ccccc1)C1COC2(CCN(C(=O)c3ccco3)CC2)N1C(=O)c1ccco1 (centres undefined)
-18%	O=C1C2CCCCCC1CN(Cc1ccccc1)C2
27%	COc1cncc([C@@H](NC2CSCCSC2)C2CC(O)C2)c1 (some centres undefined)
?	N#Cc1cccnc1NCCc1coc(-c2ccc(F)cc2)n1
11%	CN(C)C(=O)c1ccc(OC2CCN(C(=O)c3ccc(F)cc3)CC2)nc1
28%	COc1cccc(CN2C(=O)CCCCC2C(=O)NCCc2nc3ccccc3n2C)c1 (centres undefined)
?	CC(C)c1nc2c(c(-c3ccc(O)cc3)n1)CN(C(=O)Nc1ccccc1)CC2
34%[activator]	CCN(CCn1cccn1)C(=O)c1csc2nc(-c3cccc(F)c3)cn12

Looked up above.
12-LOX inh with `O=C1CC2(CCN(Cc3ccc(F)cc3)CC2)Oc2ccccc21` = 27%[176 µM]
12-LOX inh with `CN(Cc1ccc(-c2ccc(Cl)cc2)o1)C(=O)CSc1nnc(C2CC2)n1Cc1ccco1` = 16µM*
12-LOX inh with `O=C([C@@H]1C[C@H](Oc2ccccc2)CN1C(=O)c1ccncc1)N1CCCC1` = 17%
12-LOX inh with `COc1cccc(CN2C(=O)CCCCC2C(=O)NCCc2nc3ccccc3n2C)c1` (centres undefined) = 28%
12-LOX inh with `Cc1nn(CCC#N)c(C)c1[C@@H]1C=C[C@@H](NC(=O)Nc2ccc(Cl)cc2)C1` = -38%[176 µM]
12-LOX inh with `Cc1oc(-c2nc(C#N)c(NC(C)C)o2)cc1S(=O)(=O)N(C)C` = 0%

An excerpt (hit frequency here may not be typical).
